L3MBTL1 inh – L3MBTL1 (human) inhibition. Q9Y468. AlphaScreen L3MBTL1–H3K9me1 peptide binding. Potency, µM (doses to about 57.1 µM), for inactives: at the top dose activity, negative = inhibition, most hits filed as inhibitors. 230,000 compounds, 0.66% hits; active means well fitted inhibition curve with a large enough effect; inconclusive means small, poorly fitted or top-dose-only effect; inactive means no such curve, though single readings can be large or run the other way; further: nearly all actives have a fitted effect of over 60% in size
Target sequence (Q9Y468 whole entry, looked up): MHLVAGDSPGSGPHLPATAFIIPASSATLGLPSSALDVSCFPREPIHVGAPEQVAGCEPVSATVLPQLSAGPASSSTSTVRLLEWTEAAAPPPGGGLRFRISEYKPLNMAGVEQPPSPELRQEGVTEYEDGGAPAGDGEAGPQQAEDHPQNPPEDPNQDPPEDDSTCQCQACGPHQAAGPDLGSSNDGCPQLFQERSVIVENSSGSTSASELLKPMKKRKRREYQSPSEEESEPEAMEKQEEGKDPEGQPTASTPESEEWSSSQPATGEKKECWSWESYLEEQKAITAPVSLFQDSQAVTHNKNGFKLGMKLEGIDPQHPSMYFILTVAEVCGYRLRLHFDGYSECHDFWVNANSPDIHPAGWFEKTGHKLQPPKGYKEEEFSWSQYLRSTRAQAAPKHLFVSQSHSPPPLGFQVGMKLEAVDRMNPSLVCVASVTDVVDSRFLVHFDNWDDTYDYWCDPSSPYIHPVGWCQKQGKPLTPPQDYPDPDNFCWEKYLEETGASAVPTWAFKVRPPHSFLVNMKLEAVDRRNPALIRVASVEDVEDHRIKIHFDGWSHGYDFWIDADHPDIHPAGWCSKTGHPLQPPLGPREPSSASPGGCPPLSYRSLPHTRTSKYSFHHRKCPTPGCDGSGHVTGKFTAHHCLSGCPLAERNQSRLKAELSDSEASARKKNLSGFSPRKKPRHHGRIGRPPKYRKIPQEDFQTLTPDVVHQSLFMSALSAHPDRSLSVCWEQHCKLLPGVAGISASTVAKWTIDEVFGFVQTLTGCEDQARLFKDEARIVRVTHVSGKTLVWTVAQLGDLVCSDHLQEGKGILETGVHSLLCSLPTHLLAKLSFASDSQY
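L3MBTL1 (50 nM) pre-complexed 30 min with biotinylated H3(1-15)K9me1 peptide (75 nM), then compounds added for 30 min at room temperature; AlphaScreen streptavidin donor/nickel chelate acceptor beads (10 ug/mL final) read after 30 min dark incubation.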
* = called active by the depositor; ? = inconclusive; [ ] = another dose, or the depositor's remark. On the % scale 0 is the no-effect control and ±100 the full control effect; potency means the concentration at half of the fitted maximal effect.

SMILES	L3MBTL1 inh
O=C(CSc1nc2[nH]ncc2c(=O)[nH]1)Nc1ccc(Cl)cc1	-5%
CC(C)NC(=O)Nc1ccc2c(c1)C(=O)N([C@H](C)CO)C[C@H](C)[C@@H](CN(C)C(=O)NC1CCCCC1)O2	6%
O=C(CSc1ccc(S(=O)(=O)N2CCOCC2)cn1)Nc1ccc(OC(F)F)cc1	-3%
COC(=O)C1(C)NC(c2ccccc2C)C2C(=O)N(c3ccccc3)C(=O)C21 (centres undefined)	0%
COc1ccc(/C=C2\C(=O)ON=C2c2ccccc2)cc1OC	-5%
O=c1c2cc(F)ccc2sn1-c1ccc(F)cc1	-3%
Cc1ccc(C)c(-c2nnc(NC(=O)COc3ccccc3)o2)c1	11%
CCN(CC)c1ccc(NC(=O)CCc2nnc3ccc(N4CCCCC4)nn23)c(C)c1	-5%
Cc1[nH]c2ccccc2c1C(=O)CN1C(=O)C(=O)N(CCC2=CCCCC2)C1=O	-9%
O=C1CN(C(=O)COC(=O)c2ccc(C(F)(F)F)cc2)c2ccccc2N1	-1%
Cc1ccc(S(=O)(=O)NNC(=O)c2ccc(F)cc2)cc1	13%
NS(=O)(=O)c1ccc(CCNC(=O)c2ccc3c(=O)n4c(nc3c2)CCCCC4)cc1	33%[activator]
NC(=O)C1CCN(CC(=O)Nc2nc(-c3ccccc3)cs2)CC1	2%
COc1cccc([C@@H]2CC=C(C(=O)O)[C@H](c3ccccc3)N2S(=O)(=O)c2ccc(C)cc2)c1	2%
O=C(COc1ccc2ccc(=O)oc2c1)N1CC[C@@]2(O)CCCC[C@H]2C1	2%
C[C@H](NC(=O)c1ccc(C(C)(C)C)cc1)C(=O)N1CCOCC1	1%
COc1cc(OC)cc(C(=O)NCC(=O)N2CC=C(c3ccccc3)CC2)c1	29%
O=C(NC(=S)N1CCCCC1CO)c1cc(Br)ccc1Cl (centres undefined)	3%
COCCNC(=O)Cn1cc(/C=C(\C#N)C(=O)NC2CCCC2)c2ccccc21	8%[2.29 µM]
CCC1COCCS(=O)(=O)N1Cc1ccccc1 (centres undefined)	3%
O=C(c1cc2ccccc2o1)N1CCN(S(=O)(=O)c2c(F)cccc2F)CC1	0%
CCC(=O)c1ccc(N2CCN(C(=O)c3cccs3)CC2)c(F)c1	3%
O=C(CN1C(=O)NC2(CCCCCCC2)C1=O)NCc1ccccc1	0%
OCCc1c[nH]c2ccc(OCc3ccccc3)cc12	-4%
Cc1c(NC(=O)CSc2nnc(-c3cccnc3)n2N)c(=O)n(-c2ccccc2)n1C	-4%
Cc1ccccc1N1CCN(C(=O)c2cc(C3CC3)nn2-c2ccccc2)CC1	-1%
Cc1ccc(S(=O)(=O)c2nc(-c3cccs3)oc2N2CCC(C(N)=O)CC2)cc1	-8%
Cc1ccc(C(=O)NCCN2CCOCC2)cc1C	10%
Nc1ncnc2c1ncn2[C@@H]1O[C@H](CNS(=O)(=O)c2ccc3c(c2)CCN(C(=O)C(F)(F)F)C3)[C@@H](O)[C@H]1O	0%
CC(Oc1cccc(Cl)c1)C(=O)Nc1cc(S(=O)(=O)N2CCOCC2)ccc1N1CCCCC1 (centres undefined)	?
COC(=O)[C@H](CC(C)C)NC(=O)Cn1cnc2c(NCc3ccccc3)ncnc21	1%
Cc1ccc2nc(SCC(=O)c3ccc(Cl)cc3)nc(=O)n2c1	9%
O=C(O)COc1ccccc1/C=C1\SC(=S)N(NC(=O)c2ccccc2O)C1=O	13µM*
C=CCN([C@@H](CC(C)C)C(=O)OC)S(=O)(=O)N(CC=C)[C@@H](CC(C)C)C(=O)OC	24%
CN(c1ccccc1)S(=O)(=O)c1cccc(C(=O)OCC(=O)Nc2ccc3[nH]c(=O)[nH]c3c2)c1	-1%
Cc1ccccc1OCC(=O)OCC(=O)Nc1ccc(Cl)cn1	-1%
O=C(NCc1ccccc1Cl)c1ccc(NC2=NC3CS(=O)(=O)CC3S2)cc1 (centres undefined)	-4%
C=CCc1ccc(OCCn2nnc3ccccc32)c(OC)c1	-7%
Cc1ccc(SCC(=O)NNC(=O)CNC(=O)c2ccccc2F)cc1	7%
CC(=O)Oc1ccccc1/C=C/c1ccc2ccccc2[n+]1C	-3%
COc1cc(O)c2c(=O)c3c(O[C@H]4O[C@@H](CO)[C@H](O)[C@@H](O)[C@@H]4O)ccc(O)c3oc2c1	-2%
CCCCn1c(N)c(N(CC)C(=O)c2cc3c(s2)CCCCC3)c(=O)[nH]c1=O	34%[activator]
CCCCN(C(=O)C(C)N1C(=O)c2ccccc2C1=O)c1c(N)n(CCCC)c(=O)[nH]c1=O (centres undefined)	2%
Cc1ccc(NC(=O)CSCC(=O)N2CCN(C(=O)c3ccco3)CC2)cc1	0%
COc1cc(/C=C/C(=O)OCC(=O)N2CCCC2)ccc1OCC#N	1%
Cc1cc(C(=O)OCC(=O)NC2CCC(C)CC2)c(C)o1 (centres undefined)	-3%
N#C/C(=C(/O)c1ccc(Br)s1)c1nc2ccccc2[nH]1	-5%
COC(=O)[C@H]1C[C@H]2[C@@H]3CC[C@H]4C[C@@H](OC)CC[C@]4(C)[C@H]3CC[C@]2(C)[C@@]2(CCCO2)O1	5%
CCCC(C)NC(=O)C1c2ccccc2Oc2ccccc21 (centres undefined)	33%[activator]
CCNC(=O)c1cccc(NC(=O)CN2C(=O)NC3(CCCCC3)C2=O)c1	3%

Later entries.
mol | L3MBTL1 inh
O=C1N[C@H](Cc2ccccc2)COC(=O)[C@H](Cc2ccc(F)cc2)C/C=C\C[C@@H]1CC(=O)N(CCO)Cc1ccccc1 | 2%
COc1ccc([C@@H](OC)[C@@]2(Cc3ccc(O)cc3)N=C(N)N(C)C2=O)cc1 | 3%
COCCN(C(=O)CC1CCCC1)c1c(N)n(CC(C)C)c(=O)[nH]c1=O | 1%
COc1ccc(NC(=O)CN2C(=O)NC(C)(c3ccc4c(c3)OCO4)C2=O)cc1S(N)(=O)=O (centres undefined) | -2%
COc1cccc(NC(=O)CN(C)C(=O)c2ccc(N3CCCCC3)c([N+](=O)[O-])c2)c1 | -13%
COc1ccccc1N(C)S(=O)(=O)c1ccc(C(=O)Nc2ccncc2)cc1 | 3%
CC(=O)c1c(C)[nH]c(C(=O)OCC(=O)NNC(=O)c2ccc([N+](=O)[O-])cc2)c1C | 5%
COc1ccc(S(=O)(=O)N2CCOC23CCN(S(=O)(=O)c2cccs2)CC3)cc1 | -2%
O=C(COC(=O)c1cnc(Cl)c(Cl)c1)c1ccc(F)cc1 | 9%
CCOc1ccc(NC(=O)COc2ccc(C(=O)NCc3cccnc3)cc2OC)cc1 | 3%
CCN1C(=O)[C@H]2[C@@H](c3ccc(C)cc3)N3C(=O)N(c4cccc(F)c4)C(=O)[C@@]3(CC)[C@H]2C1=O | 2%
CCc1ccc(NC(=O)CSc2n[nH]c(=O)n2C2CC2)cc1 | -13%
CC[C@]12c3[nH]c4ccccc4c3CCN1C(=O)C(CC(=O)NCCc1ccccn1)C[C@@H]2C(=O)N1CCN(C(=O)c2ccco2)CC1 (some centres undefined) | -7%
CCn1c(Cc2ccc(OC)cc2)nc2ccccc21 | -3%
CN(C(=O)c1ccc(NC(=O)Cc2ccc(NC(=O)C3CCN(C(=O)CCc4ccccc4)CC3)cc2)cc1)C1CC1 | -4%
O=C(CCN1C(=O)C2CCCCC2C1=O)Nc1nc2ccc(F)cc2s1 (centres undefined) | 8%
O=C(Cc1ccc(Cl)cc1)NCCS(=O)(=O)N1CCN(c2ccccc2F)CC1 | 3%
O=C1c2ccccc2NC(c2ccc(-c3cccc(F)c3)o2)N1O (centres undefined) | -10%
O=C1C(=O)N(CCCc2ccccc2)c2ccccc21 | -6%
CCOC(=O)N1CCN(CCC(=O)Nc2ccc(F)c(F)c2)CC1 | 7%

Pulled by compound from above:
mol | L3MBTL1 inh
CCN1C(=O)[C@H]2[C@@H](c3ccc(C)cc3)N3C(=O)N(c4cccc(F)c4)C(=O)[C@@]3(CC)[C@H]2C1=O | 2%
O=C1c2ccccc2NC(c2ccc(-c3cccc(F)c3)o2)N1O (centres undefined) | -10%

(next part)
mol | L3MBTL1 inh
CCCn1c(N)c(N(CCOC)C(=O)c2cc(Cl)nc3ccccc23)c(=O)[nH]c1=O | 3%
Cc1noc(C)c1C(=O)OCC(=O)Nc1ncc(C(F)(F)F)cc1Cl | 0%
C#CCOCCOCCOCCNc1nc(N2CCOCC2)nc(N2CCN(C(=O)CCCCCCCCCCNC(=O)[C@@H]([C@H](C)CC)n3cc(CCCCCN)nn3)CC2)n1 | -4%
COc1ccccc1N(C)S(=O)(=O)c1ccc(C(=O)Nc2nccs2)cc1 | 3%
CCN(C(=O)c1ccco1)c1nc(-c2ccc(OC)cc2)cs1 | -11%
O=C1CN(C(=O)COC(=O)/C=C/c2ccc(F)cc2)c2ccccc2N1 | -6%
CCCCN(C(=O)c1ccc(-c2ccc(Cl)cc2)o1)c1c(N)n(CC(C)C)c(=O)[nH]c1=O | 4%
O=C1NC[C@@H](Cc2cccc3ccccc23)N(CCC23CC4CC(CC(C4)C2)C3)C1=O | -3%
COc1ccc2cc(C(=O)N(C)CC(=O)Nc3ccccc3Br)ccc2c1 | 2%
Cc1ccc(OCCNC(=O)CN2C(=O)NC3(CCCC3)C2=O)cc1 | -5%
Cc1ccc(C(=O)CN(CCCC(N)=O)S(=O)(=O)c2ccc([N+](=O)[O-])cc2)cc1 | 0%
Cc1c(C(=O)N2CCN(C/C=C/c3ccccc3)CC2)oc2c(F)cccc12 | -19%
CCCCn1c(N)c(N(CC(C)C)C(=O)Cn2c(=O)oc3ccccc32)c(=O)[nH]c1=O | 1%
N#Cc1ccc(OCC(=O)N2CCN(C(=O)c3ccco3)CC2)cc1 | -2%
CCc1ccc(C(=O)NNC(=O)c2ccc(OCC(=O)N3CCOCC3)c(OC)c2)cc1 | -1%
O=C(NN1C(=O)NC2(CCCCC2)C1=O)c1ccc(-c2ccc(Cl)cc2)o1 | -4%
S=C(NCc1ccccc1)Nc1ccc(Oc2ccccc2)cc1 | 26%
COc1cccc2c1OCC(CN1CCN(Cc3ccccc3F)C(CCO)C1)=C2 (centres undefined) | 8%
CCN(CC(=O)Nc1ccc(NC(C)=O)cc1)C(=O)/C=C/c1c(C)nn(-c2ccc(F)cc2)c1Cl | -2%
CCCn1c(N)c(N(CCOC)C(=O)CSCC(=O)Nc2ccc(OC)cc2)c(=O)[nH]c1=O | 1%
O=C(Cc1ccccc1Cl)Nc1cccc(S(=O)(=O)N2CCCCCC2)c1 | 26%
COc1ccc(N2CCN(S(=O)(=O)CCNC(=O)c3cccs3)CC2)cc1 | 3%
NS(=O)(=O)c1ccc(CCNCc2ccccc2OCc2ccc(Cl)cc2)cc1 | 0%
CCN(Cc1cccc(OC)c1)CC1CCCN(CCc2cccc(OC)c2)C1 (centres undefined) | -5%
Cn1c(SCC(=O)NC2CCS(=O)(=O)C2)nc2ccccc21 (centres undefined) | 1%
COC(=O)c1ccccc1S(=O)(=O)N1CCC(C(=O)N2CCC2)CC1 | -6%
Cn1nc(C(=O)NNC(=O)C(CCC(N)=O)NS(=O)(=O)c2ccc(Cl)cc2)c2ccccc2c1=O (centres undefined) | 3%
CC1CCC(CN2CCN=C2N(C)C)CC1 (centres undefined) | 7%
Cc1c(C(=O)OCC(=O)NC(=O)NC2CCCCC2)cccc1[N+](=O)[O-] | 0%
O=C(O)c1ccc(C(=O)Nc2ccc(F)cc2)cc1 | 10%

A section from further up, for reference:
mol | L3MBTL1 inh
CC(=O)Oc1ccccc1/C=C/c1ccc2ccccc2[n+]1C | -3%
COc1cc(O)c2c(=O)c3c(O[C@H]4O[C@@H](CO)[C@H](O)[C@@H](O)[C@@H]4O)ccc(O)c3oc2c1 | -2%
CCCCn1c(N)c(N(CC)C(=O)c2cc3c(s2)CCCCC3)c(=O)[nH]c1=O | 34%[activator]
CCCCN(C(=O)C(C)N1C(=O)c2ccccc2C1=O)c1c(N)n(CCCC)c(=O)[nH]c1=O (centres undefined) | 2%
Cc1ccc(NC(=O)CSCC(=O)N2CCN(C(=O)c3ccco3)CC2)cc1 | 0%
COc1cc(/C=C/C(=O)OCC(=O)N2CCCC2)ccc1OCC#N | 1%
Cc1cc(C(=O)OCC(=O)NC2CCC(C)CC2)c(C)o1 (centres undefined) | -3%

Carrying on:
mol | L3MBTL1 inh
CC(C(=O)Nc1ccc(S(=O)(=O)N2CCCC2)cc1)N(C)CC(=O)Nc1cccc(F)c1 (centres undefined) | 6%
N#CCCN(C(=O)COC(=O)C1CCN(c2ccc(C(F)(F)F)cn2)CC1)c1ccc(F)cc1 | 5%
O=C(O)CCCN1C(=O)C2C3C=CC(C2C1=O)C1C(=O)N(CCCC(=O)O)C(=O)C31 (centres undefined) | -1%[2.29 µM]
Cc1c(OCC(=O)N2CCC(C(N)=O)CC2)ccc2c3c(c(=O)oc12)CCC3 | -7%
COc1ccc(C(=O)COC(=O)c2ccc3c(c2)OCCO3)c(OC)c1 | -20%
COc1cccc(C(=O)OC(C)C(=O)NCC2CCCCC2)c1 (centres undefined) | 6%
CCOC(=O)C1=C(COC(=O)c2ccco2)NC(=O)NC1CC (centres undefined) | 4%
O=[N+]([O-])c1ccc(NS(=O)(=O)c2cccc3cccnc23)cc1 | 5%
CC(=O)Nc1ccc(NS(=O)(=O)c2ccc3c(c2)oc(=O)n3C)cc1 | -8%
CCOC(=O)[C@H]1[C@H]2COc3ccc(C)cc3[C@@H]2N2C(=O)[C@@H](CO)NC(=O)[C@@]12C | -1%
C#CCOCCOCCOCCNc1nc(N2CCN(C(=O)[C@H]([C@@H](C)O)n3cc(CCCCN)nn3)CC2)nc(N2CCN(C(=O)[C@H](CCCCN)n3cc(CCCC)nn3)CC2)n1 | 7%

High-throughput results deposited in PubChem BioAssay by National Center for Advancing Translational Sciences (NCATS).

Only part of the results is shown; rates above refer to the full screens.
